PGE2 EP2 inh = human EP2 receptor antagonists, primary screen, TR-FRET cAMP, C6 glioma cells. Prostaglandin E2 receptor EP2 subtype (Homo sapiens), P43116. C6 glioma cells expressing human EP2; cells stimulated with saturating PGE2. inhibition, % at 25 µM. 260,000 compounds, 0.52% hits;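 active means percent inhibition above 40 after rounding to a whole number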;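 further: rat C6 glioma host cells with rolipram phosphodiesterase inhibitor present; the protocol text gives 20 µM as final concentration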
Target sequence (P43116 whole entry, looked up): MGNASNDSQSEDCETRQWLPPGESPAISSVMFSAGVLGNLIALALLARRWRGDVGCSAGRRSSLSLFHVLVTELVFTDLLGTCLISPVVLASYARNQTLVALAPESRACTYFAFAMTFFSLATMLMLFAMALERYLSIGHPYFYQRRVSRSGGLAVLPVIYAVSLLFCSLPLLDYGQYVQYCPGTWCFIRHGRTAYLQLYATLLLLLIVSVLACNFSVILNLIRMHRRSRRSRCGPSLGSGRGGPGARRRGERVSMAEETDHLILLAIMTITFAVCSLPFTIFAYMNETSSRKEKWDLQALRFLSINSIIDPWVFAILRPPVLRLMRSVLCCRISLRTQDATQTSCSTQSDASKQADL
Active calls of the source: *. Only part of the results is shown, so the mix of outcomes need not match the whole.

SMILES	PGE2 EP2 inh
CC(=O)N1CCCc2cc(C(O)CN3CCC(C(C)(C)C)CC3)ccc21 (configuration not stated)	8
COc1ccc2cc(CN(Cc3ccco3)C(=O)NCc3ccccc3)c(=O)[nH]c2c1	30
Cc1c(C(=O)N2CCC(c3ccncc3)CC2)oc2ccccc12	33
CC(C)(C)[C@H]1C=C(C(=O)NCc2ccccc2)O[C@@H](OCCCCO)C1	11
COc1ccc(C2(NC(=O)c3c(C)noc3C)CCCCC2)cc1	6
Cc1ccc(Cl)cc1NC(=O)CSc1nncn1-c1ccccn1	7
Cc1nnc(SCC(N)=O)n1-c1cccc(Cl)c1	6
CCOc1ccc(C(O)CN2CCC(O)(c3ccc(F)cc3)CC2)cc1 (configuration not stated)	2
C=CCN1C=C2C(=O)C(C)(OC(=O)c3cnc4ccccc4n3)C(=O)C=C2C=C1/C=C/COC (configuration not stated)	17
Cc1ccccc1NC(=O)CSc1nnc2c(C)cc3ccc(C)c(C)c3n12	11
OC(COc1ccc(Cl)cc1)CN1C2=NCCN2c2ccccc21 (configuration not stated)	14
C[C@]12C=CC(=O)C=C1CCC1C2[C@@H](O)C[C@@]2(C)C1CC[C@]2(O)C(=O)CO (some centres not stated)	10
CCc1ccc(C2NC(=O)C(O)=C2C(=O)c2cccs2)cc1 (configuration not stated)	17
Cc1cc2nc3[nH]c4c(Cl)cc(Cl)cc4c3nc2cc1C	13
Cc1ccccc1N(CC(=O)NC(C)(C)C)C(=O)CCC(=O)Nc1nccs1	13
C=CCN(c1ccc(C(=O)N2CCCCC2)cc1)S(C)(=O)=O	11
C=CCNC(=O)C1CC(=O)N(c2ccc(OCC(=O)Nc3ccc(C)c(C)c3)cc2)C1 (configuration not stated)	12
Cc1nc2c(c(=O)[nH]1)CN(C(=O)c1cc(-c3ccc(C)o3)[nH]n1)CC2	5
NC(=O)C1CCN(C(=O)c2cc(-c3ccccc3)on2)CC1	6
Cc1ccc(NC(=O)c2sc3nc(C)cc(C)c3c2N)c(C)c1	6
CCN(CC)CCN(Cc1cc2cc3c(cc2[nH]c1=O)OCO3)C(=O)Nc1ccccc1	4
CCNC(=S)N(Cc1cccs1)Cc1cc2cc(OC)ccc2[nH]c1=O	8
Cn1nnnc1SCC(=O)N1CCCCC1	20
CCN(CC)CCNC(=O)c1cc(Br)c(N)cc1OC	11

Reformatted as comma-separated lines: part of the list above
mol,PGE2 EP2 inh
NC(=O)C1CCN(C(=O)c2cc(-c3ccccc3)on2)CC1,6
CCN(CC)CCN(Cc1cc2cc3c(cc2[nH]c1=O)OCO3)C(=O)Nc1ccccc1,4
Cc1cc2nc3[nH]c4c(Cl)cc(Cl)cc4c3nc2cc1C,13
CCNC(=S)N(Cc1cccs1)Cc1cc2cc(OC)ccc2[nH]c1=O,8
Cc1ccc(NC(=O)c2sc3nc(C)cc(C)c3c2N)c(C)c1,6
Cn1nnnc1SCC(=O)N1CCCCC1,20

Next entries:
SMILES	PGE2 EP2 inh
Cc1ccc(NC(=O)c2ccco2)c(N)c1	3
c1cc(CSc2ncnc3nc[nH]c23)ccn1	11
COc1ccc(-c2nc(SC)n(C(=O)c3ccc(OC)c(OC)c3)n2)cc1	10
Cc1ccc2cc(C)c(SCC(N)=O)nc2c1	11
COCCCNC(=O)c1c(NC(=O)c2cccc(C)c2)sc2c1CCCC2	10
CCOC(=O)C1=C(C)N=C2SCC(=O)N2C1c1ccc(O)c(OCC)c1 (configuration not stated)	6
Cn1c(=O)c2c(nc(NCCN3CCOCC3)n2C)n(C)c1=O	10
COc1ccc(NC(=O)C(=O)NCCN2CCN(C(=O)c3ccccc3)CC2)cc1	8
Cc1ccc2[nH]c(=O)c(C(c3nnnn3C3CCCC3)N3c4ccccc4CC3C)cc2c1 (configuration not stated)	16
O=C(Nc1ccccc1F)N1CCCC1c1n[nH]c(Cc2ccc(F)cc2)n1 (configuration not stated)	9
CC(=O)Nc1ccc(NC(=O)C(C)C)nc1	7
COc1ccc2cc(CN(C)C3(C)CCS(=O)(=O)C3)c(OC)nc2c1 (configuration not stated)	9
CCCn1cnc2c(SCc3ccc(Cl)cc3)nc(N)nc21	6
NNC(=O)CS(=O)(=O)Nc1ncccn1	8
Nc1c(C(=O)Nc2ccc3c(c2)OCO3)sc2nc3cc4c(cc3cc12)OCCO4	15
Cc1cccc(NC(=O)c2sc(NC(=O)Cc3cccs3)c(C#N)c2C)c1C	7
O=C(CN1C(=O)[C@@H]2CCCN2C(=O)c2ccccc21)NC1CC1	4
Cc1nc2c(C)cccc2cc1C(=O)NCCCc1ccccn1	7
COc1ccc(-c2ocnc2C(=O)NC(C)c2ccncc2)cc1OC (configuration not stated)	0
CCN(Cc1ccccc1)C(c1cc2ccc(C)c(C)c2[nH]c1=O)c1nnnn1C1CCCC1 (configuration not stated)	9
Cc1ccc(-c2nc(SCC(=O)NCc3cccs3)c3ccccc3n2)cc1	3
C=C(C)COc1cccc(CN2CCC(NC(C)=O)(c3ccc(F)cc3)CC2)c1	3
COc1ccc(-c2nnc(SCC(=O)NC(C)(C)C)o2)cc1	8
COc1ccc(CC(=O)N[C@H](C)Cn2nnc3ccccc32)cc1	4
O=C(CCSc1nc(-c2ccc3c(c2)OCO3)cc(C(F)(F)F)n1)NC1CCCCC1	11
CC(=O)[C@H](C(=N)C#N)C(=O)Nc1ccccc1	10
CCOc1ccc2[nH]c(=O)c(CN(Cc3ccccc3)C(CC)c3nnnn3C3CCCC3)cc2c1 (configuration not stated)	20
COC(=O)CCc1c(C)c(C#N)c2nc3ccccc3n2c1N1CCOCC1	7
CC1=C(C#N)c2nc(N)c(C#N)c(C)c2/C1=C\c1ccc(N(C)C)cc1	14
Cc1ccc(C(C)C)c(O)c1	9
Nc1cccc(NC(=O)c2cc3ccccc3o2)c1	10
Cc1ccc(CCC(=O)Nc2ccc(C(=O)O)cc2)o1	9
CCc1cc(=O)[nH]c(NC2CCN(CC(=O)Nc3ccccc3C(F)(F)F)CC2)n1	6
O=C(Nc1ccc(Cl)c(Cl)c1)N1CCN(c2ncccn2)CC1	20
CC(C(=O)NC1CC1)N1CCC(N2CCCCC2)CC1 (configuration not stated)	17
Cc1ccc(CN(CCCn2ccnc2)Cc2cc3ccccc3nc2N(C)C)o1	4

Exported in CSV form: entries from further up.
mol,PGE2 EP2 inh
CCc1cc(=O)[nH]c(NC2CCN(CC(=O)Nc3ccccc3C(F)(F)F)CC2)n1,6
O=C(Nc1ccc(Cl)c(Cl)c1)N1CCN(c2ncccn2)CC1,20
CC1=C(C#N)c2nc(N)c(C#N)c(C)c2/C1=C\c1ccc(N(C)C)cc1,14

(list continues)
SMILES	PGE2 EP2 inh
CCOC(=O)c1ccc(NC(=O)c2c(N)n(Cc3ccccc3)c(=O)[nH]c2=O)cc1	2
CCOc1cc(CCC(=O)NC(C)c2ccccc2)on1 (configuration not stated)	4
Oc1c([C@H](Nc2ccccn2)c2ccccc2)ccc2cccnc12	13
C=CCOC(=O)c1sc(NC(=O)c2sc3cccc(Cl)c3c2Cl)nc1C	12
COc1ccc(-c2nc3ccccn3c2NC2CCCC2)c(OC)c1	11
Cc1cc(C)cc(-c2nnc(SCC(=O)N3CCc4ccccc43)o2)c1	5
CCOC(=O)c1nn(-c2ccc(Cl)cc2)c(=O)c(C#N)c1C	9
CNC(=S)N(Cc1ccc(Cl)cc1)Cc1cc2cc(C)c(C)cc2[nH]c1=O	4
CC(C)(CN1CCCC1)CN1CCC(O)(c2ccccc2F)CC1	5
CC1(C)CCC23CC[C@]4(C)C(OC2=O)(C3C1)[C@H]1O[C@H]1C1[C@@]2(C)CC[C@@H](O)C(C)(C)C2CC[C@]14C (some centres not stated)	16
COc1ccccc1OCc1nnc(SCC(=O)Nc2ccccc2Cl)n1C	7
O=C(O)NCc1ccccc1 (tested in a mixture with another compound)	8
CC1=CC2=NC(=O)CC(C)(C(=O)NC(C)(C)CN3CCCC(C)C3)N2C=C1 (configuration not stated)	2
O=C(CN1CCCCC1)NNC(=O)c1cccc(Br)c1	11
CCOc1ccc(CC(=O)N2CCC[C@@H]2Cn2nc(-c3cccs3)ccc2=O)cc1	7
Cc1cc2ccccc2n2c(=O)n(CCNC(=O)CN(C)C(=O)c3ccco3)nc12	0
COCCn1nnnc1C(c1cc2c(C)cc(C)cc2[nH]c1=O)N1CCCc2ccccc21 (configuration not stated)	9
CC(=O)Nc1cccc(NC(=O)CSc2nc(C3CC3)nc3sc4c(c23)CCC(C)C4)c1 (configuration not stated)	11
C=C(C)Cn1nc(C)c(CN(C)CCN2CCCCC2)c1C	12
Fc1ccc(C2=NN3C(C2)c2ccccc2OC3c2ccncc2)cc1 (configuration not stated)	10
O=C1NCCN1C(=O)NC1CCCCC1	10
Cc1ccc(CN(CCCN2CCOCC2)Cc2ccoc2)o1	10
CCOC(=O)CC(=O)CSc1nc2c(C)ccc(C)c2cc1CC	14
OC(CN1CCC(O)(c2ccc(F)cc2)CC1)c1ccc2ccccc2c1 (configuration not stated)	7
Cc1cc2cc(CN(Cc3cccnc3)C(c3nnnn3C3CCCC3)C(C)C)c(=O)[nH]c2cc1C (configuration not stated)	9
Cc1cc(C)cc(N(C(=O)Cc2cccs2)C(C(=O)NC2CCCCC2)c2cccnc2)c1 (configuration not stated)	22
COC1(C)CCC2OC2(C)CCC2C1CC2(C)C (configuration not stated)	9
CC(=O)Nc1ccc(C(=O)CSc2nnc3c4c5c(sc4nc(C4CC4)n23)CCCC5)cc1	12
COc1cc(/C=C2/C(C)=C(C#N)c3nc(N)c(C#N)c(C)c32)cc2c1OCO2	7
COc1ccc(-c2nnc(SCC(=O)NC(C)C)n2C)cc1OC	9
CCOc1ccc2cc3c(N)c(C(=O)N4CCCCC4)sc3nc2c1	12
COc1ccc(C2(NCc3cn[nH]c3-c3cccs3)CC2)cc1	11
COc1ccc(-n2ncc3c(SCC(=O)N4CCCc5ccccc54)ncnc32)cc1	7
COc1ccc(C(=O)N(CC(=O)NC2CCCC2)Cc2ccc3c(c2)OCO3)cc1OC	6
CCOCCCNC(=O)CN1C(=O)COc2ccc(C)cc21	13
CCC(C)NC(=O)C1CCN(C(=O)c2ccc(Cl)cc2)CC1 (configuration not stated)	10
CN(C)S(=O)(=O)c1ccc(S(=O)(=O)N2CCC(Cc3ccccc3)CC2)cc1	8
CC1CCC(NCCNC(=O)c2ccco2)CC1 (configuration not stated)	5
COc1ccc(C(=O)NC(=S)Nc2sc3c(c2C#N)CCCC3)cc1	12
O=C(CSc1nnc(-c2ccncc2)n1Cc1ccccc1)N1CCCC1	6
O=C(CN1CCC(n2nnc3cc(C(F)(F)F)ccc32)CC1)NCc1ccccc1F	8
CCN1CCN(C(c2cc3cc(C)c(C)cc3[nH]c2=O)c2nnnn2Cc2ccccc2)CC1 (configuration not stated)	8
Cc1ccccc1C1(O)CCN(CC(O)c2ccc3c(c2)CCC3)CC1 (configuration not stated)	6
Cc1ccccc1-n1nc(C)c(CN(Cc2ccc3c(c2)OCO3)CC(C)O)c1C (configuration not stated)	3
COCCNC(=O)c1c(NC(=O)COc2ccccc2C)sc2c1CCCC2	12
CNCc1ccccc1	15
O=C(NCCNCCO)C1(C(F)(F)F)C/C(=C\Cc2ccccc2)CCCO1 (configuration not stated)	-1
COc1cc(C)c(C2C(C#N)=C(N)OC3=C2C(=O)CC(C)(C)C3)cc1C(C)C (configuration not stated)	8
CC(C)(C)NC(=O)C(c1ccc(Cl)cc1)N(Cc1cccs1)C(=O)c1csnn1 (configuration not stated)	4
CCn1c(SCC(=O)Nc2nc(C)c(C)s2)nnc1-c1ccccc1	14
O=C(c1ccc(C(F)(F)F)cc1)N1CCC(=O)N(C(CO)Cc2ccccc2)CC1 (configuration not stated)	8
O=[N+]([O-])C1=Cc2ccccc2OC1c1ccccc1Cl (configuration not stated)	25
CC(CCC(=O)O)(c1ccc(O)cc1)c1ccc(O)cc1	9
COc1ccc2nc(CN(CCCn3ccnc3)Cc3ccc(C)o3)ccc2c1	9
CCNC(=S)N(Cc1cccnc1)Cc1cc2cc(OCC)ccc2[nH]c1=O	16
CC(O)CN(Cc1ccc(-c2ccccc2)cc1)Cc1ccc2c(c1)OCO2 (configuration not stated)	12
COc1ccc(-c2cc(C(F)(F)F)nc(SCC(=O)NC3CC3)n2)cc1OC	13
CCn1c2ccccc2n2c(=O)n(CC(=O)NC3CCCC3)nc12	3
Cc1nn(C)c(C)c1-c1cc(C(=O)NC2CCCOC2)[nH]n1 (configuration not stated)	10
O=C(CN1CCC(O)(c2ccccn2)CC1)NCc1ccc(F)cc1	5

Quoted at random: 5 records from the list
SMILES	PGE2 EP2 inh
Cc1cc(C)cc(N(C(=O)Cc2cccs2)C(C(=O)NC2CCCCC2)c2cccnc2)c1 (configuration not stated)	22
COc1ccc(-c2nc3ccccn3c2NC2CCCC2)c(OC)c1	11
COc1cc(C)c(C2C(C#N)=C(N)OC3=C2C(=O)CC(C)(C)C3)cc1C(C)C (configuration not stated)	8
CCOc1ccc(CC(=O)N2CCC[C@@H]2Cn2nc(-c3cccs3)ccc2=O)cc1	7
COCCn1nnnc1C(c1cc2c(C)cc(C)cc2[nH]c1=O)N1CCCc2ccccc21 (configuration not stated)	9

Other structures follow:
SMILES	PGE2 EP2 inh
Cn1c(=S)c2[nH]c(SCc3cccnc3)nc2n(C)c1=O	11
OCCNc1nc(Nc2cc(Cl)ccc2OC2CCCC2)nc(N2CCCC2)n1	8
CCOC(=O)C[C@H]1c2cc(F)ccc2S(=O)(=O)N1C(C)(C)C	17
C=CCN(C(=O)CNC(=O)c1cccs1)C(C(=O)NC1CCCC1)c1cccs1 (configuration not stated)	9
CC1CCN(C(=O)CS(=O)(=O)Cc2ccccc2)CC1	10
CCCCCCCCCCCCCCCC(=O)OC/C=C(C)/C=C/C=C(C)/C=C/C1=C(C)CCCC1(C)C	7
Cc1cc(C)nc(N2CCC(CNC(=O)c3ccc(F)c(F)c3)CC2)n1	6
COc1ccc2c(c1)[n+]([O-])c(/C(C)=N/NC(N)=S)c(C)[n+]2[O-]	44*

Sorted by SMILES length (descending): some entries from above.
SMILES	PGE2 EP2 inh
COc1ccc2c(c1)[n+]([O-])c(/C(C)=N/NC(N)=S)c(C)[n+]2[O-]	44*
Cc1cc(C)nc(N2CCC(CNC(=O)c3ccc(F)c(F)c3)CC2)n1	6
OCCNc1nc(Nc2cc(Cl)ccc2OC2CCCC2)nc(N2CCCC2)n1	8
CC1CCN(C(=O)CS(=O)(=O)Cc2ccccc2)CC1	10
